# Assay outcomes as filed in PubChem BioAssay.
# RAD54 inh – inhibitors of human RAD54 branch migration, primary screen, biochemical, fluorescence, single point. DNA repair and recombination protein RAD54-like (Homo sapiens), Q92698. RAD54 Holliday junction branch migration, FAM/BHQ fluorescence. inhibition, % at 10.4 µM. actives 0.14% (n = 360,000). AID 602329, 2012;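 active = mean normalized replicate activity at least 40 and at least half of replicates scoring 40 or more; inconclusive = only one of the two criteria met; inactive = mean below 40 and under half of replicates reaching 40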;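 note: 0% = median of neutral control wells and 100% = median of positive control wells; inhibitors cause a drop in the FAM fluorescence signal; in these data hits start at about 50%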
# E-selectin induc – E-selectin induction in HUVECs, primary screen, imaging, HUVEC, immunofluorescence imaging, single point; activation, % at 7.58 µM; normalized: neutral wells 0, TNF-alpha wells 100; AID 686992, 2013; actives 0.37% (n = 260,000); P16581;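 active = mean E-selectin-positive cell signal at least 10% of the positive control, reached in at least 60% of replicates, without over 20% cell loss; inconclusive = no rule given, readout overlaps actives, possibly toxicity-flagged; inactive = the rest, including those meeting only one limit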;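 note: in these data hits start at about 27%; measured in HUVEC primary endothelial cells; signal is the percent of cells scored E-selectin positive by PE staining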
# Target sequence (P16581 whole entry, looked up): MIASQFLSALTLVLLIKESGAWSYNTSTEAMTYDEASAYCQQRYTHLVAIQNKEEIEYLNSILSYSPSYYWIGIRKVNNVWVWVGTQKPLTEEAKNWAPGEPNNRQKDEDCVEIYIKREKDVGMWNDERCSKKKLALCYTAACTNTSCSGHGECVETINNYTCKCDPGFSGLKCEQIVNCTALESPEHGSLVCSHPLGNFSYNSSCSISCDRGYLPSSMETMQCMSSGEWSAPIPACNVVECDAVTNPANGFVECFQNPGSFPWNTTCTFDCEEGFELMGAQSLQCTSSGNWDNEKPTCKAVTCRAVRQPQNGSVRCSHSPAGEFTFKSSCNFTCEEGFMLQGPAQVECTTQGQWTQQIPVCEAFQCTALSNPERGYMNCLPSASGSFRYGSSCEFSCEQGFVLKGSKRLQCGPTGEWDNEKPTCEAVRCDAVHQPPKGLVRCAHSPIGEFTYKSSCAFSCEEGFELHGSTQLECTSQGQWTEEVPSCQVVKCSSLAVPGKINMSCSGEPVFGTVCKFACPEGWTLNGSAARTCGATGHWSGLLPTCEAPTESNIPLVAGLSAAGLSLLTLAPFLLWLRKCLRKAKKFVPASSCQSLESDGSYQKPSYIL
#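 System: HUVEC, human umbilical vein endothelial cells; quantity: 3,000 cells/well; buffer or medium: EGM-2 medium, gelatin-coated wells; dosing: single-point compound dose; detection: immunofluorescence imaging; evaluation: % PE-positive cells; benchmarks: TNF-alpha, DMSO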
# PglD DTNB – C. jejuni PglD acetyltransferase inhibitors, primary screen, biochemical, DTNB colorimetric, single point | inhibition, % at 12.5 µM | actives 0.098% (n = 360,000) | UDP-N-acetylbacillosamine N-acetyltransferase PglD (Campylobacter jejuni) | purified PglD enzyme, DTNB colorimetric CoA detection; in the data active = inhibition above about 16%, passing the limit was not always enough; inconclusive = no clear call, values can overlap the other calls; note: strong numbers were not always called active
# RAD52 anneal inh – RAD52 DNA annealing inhibitors, primary screen, biochemical, FRET, single point, set 2 | DNA repair protein RAD52 homolog (Homo sapiens), P43351 | recombinant RAD52 DNA annealing, FRET fluorescence | inhibition, % at 18.7 µM | actives 0.46% (n = 360,000);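 active = every replicate showing at least 50% inhibition; inconclusive = mean inhibition at least 50% but not in every replicate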
# Casp6 inh – human caspase-6 inhibitors, primary screen, biochemical, VEID-R110 fluorescence, single point, set 2 | P55212 | actives 0.53% (n = 350,000) | AID 686996, 2013 | purified caspase-6, Z-VEID-R110 cleavage fluorescence | inhibition, % at 12.5 µM;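 active = mean inhibition across replicates at least about 35%, with every replicate also reaching that limit, limit read from the data; inconclusive = only one of the two criteria met; inactive = neither criterion met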;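 note: 0% = median of neutral control wells and 100% = no fluorescence left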
# Target sequence (P55212 24-179 limits assumed): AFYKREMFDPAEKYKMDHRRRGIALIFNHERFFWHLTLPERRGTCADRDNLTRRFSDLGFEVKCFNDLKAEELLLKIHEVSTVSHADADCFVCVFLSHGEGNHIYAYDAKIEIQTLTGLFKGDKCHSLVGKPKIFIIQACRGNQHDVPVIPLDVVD
# Target sequence (P55212 194-293 limits assumed): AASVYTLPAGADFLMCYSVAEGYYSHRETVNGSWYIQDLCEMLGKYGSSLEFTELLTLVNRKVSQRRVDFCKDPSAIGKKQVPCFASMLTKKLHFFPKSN
# ARNT-TACC3 inh – disruptors of ARNT/TACC3 protein interaction, primary screen, biochemical, AlphaScreen, single concentration; AlphaScreen His-ARNT PAS-B/GST-TACC3 binding, luminescence; TACC3 fragment carries E629A point mutation; AID 623870, 2012; actives 0.66% (n = 390,000); inhibition, % at 9.99 µM;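 active = mean inhibition of replicates at least 50% and at least half of replicates each reaching 50%; inconclusive = half or more replicates reach 50% but mean below 50%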;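 note: 0% = complete ARNT plus TACC3 wells and 100% = ARNT alone without TACC3; many hits fall short of the cut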
# esBAF inh – Bmi1 luciferase reporter increase in mESCs, primary screen, esBAF inhibitor project, mouse ES cells, Bmi1 luciferase knock-in, single point; AID 602393, 2012; actives 2% (n = 350,000); reporter increase, % at 12.5 µM; 24 h; 100% = twice the neutral-well signal; in the data active = activation above about 40%; inconclusive = no clear call, values can overlap the other calls;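 note: 0% = median of the plate's neutral control wells and 100% = double that signal; a rise in the Bmi1 reporter signal indicates esBAF inhibition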
# ERp5 inh – inhibitors of ERp5-driven insulin aggregation, primary screen, biochemical, turbidity, absorbance 650 nm, single point. 90 min. inhibition, % at 9.99 µM. actives 0.05% (n = 350,000). AID 651711, 2012. Protein disulfide-isomerase A6 (Homo sapiens), Q15084;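 active = mean replicate inhibition above about 25%, with every replicate also reaching it, limit read from the data, passing the limit was not always enough; inconclusive = only one of those two criteria met; inactive = neither criterion met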
# Numbers without * were called inactive; ? = inconclusive; · = no result given.
SMILES,RAD54 inh,E-selectin induc,PglD DTNB,RAD52 anneal inh,Casp6 inh,ARNT-TACC3 inh,esBAF inh,ERp5 inh
O=C(CSc1ccc(-c2ccco2)nn1)NCc1ccc(Cl)cc1,3.8,0.7,2.6,·,·,·,7.2,·
Cc1ccccc1S(=O)(=O)N1CCCCN2[C@H](C1)[C@H](c1ccc(-c3cccc(F)c3)cc1)[C@@H]2CO,0.3,-0.5,-13.9,-20.0,-0.6,9.4,-5.7,0.4
C[C@@H]1CCCCO[C@@H](CN(C)S(=O)(=O)c2ccccc2)[C@@H](C)CN([C@H](C)CO)C(=O)c2cc(NC(=O)C3CCCCC3)ccc2O1,-1.3,0.1,-3.2,-14.5,1.9,0.5,7.9,-1.5
O=C(CC(=O)NN=C1CCCCCC1)NCc1cccnc1,·,·,·,2.2,-1.6,-10.0,·,-0.6
N#C/C(=C/c1ccc(N2CCCC2)c([N+](=O)[O-])c1)c1nc2ccccc2[nH]1,-10.6,·,-11.9,·,·,-2.8,29.9,·
O=C(CN1C(=O)C2CC=CCC2C1=O)Nc1ccc(F)cc1F (centres undefined),-8.5,0.1,-3.2,-4.0,2.7,-4.5,-3.2,-2.9
COc1ccc(OC)c(C(=O)CSc2nc3c(c(=O)n(C)c(=O)n3C)n2C(C)C)c1,-6.1,·,3.1,·,·,-12.2,-2.8,·
OCCCc1n[nH]c(=S)n1-c1ccccc1,·,·,·,-6.5,0.6,-6.0,·,5.8
CN1CCN(C(=O)Nc2ccc([N+](=O)[O-])cc2)CC1,12.6,·,-3.1,7.2,-4.2,2.2,·,0.6
C[C@H](CO)N1C[C@H](C)[C@@H](CN(C)S(=O)(=O)c2ccc(F)cc2)Oc2c(NC(=O)CCCCCC(=O)Nc3ccccc3N)cccc2C1=O,·,0.1,·,-26.5,0.0,·,·,-4.5
CCn1ncc(NC(=S)Nc2ccc3c(c2)OCO3)c1C(N)=O,·,·,·,1.8,15.4,-6.4,·,-7.7
O=C(O)CC/C(=N\Nc1ccc([N+](=O)[O-])cc1)c1ccccc1,-9.9,·,-19.3,-29.7,5.2,1.7,0.9,0.6
O=[N+]([O-])c1cc(-c2csc(NCCc3nc4cc(Cl)c(Cl)cc4n3CCCO)n2)ccc1Cl,-5.4,0.2,-4.2,-5.5,8.3,1.0,19.2,3.2
COc1ccc2c(c1)CCCN2S(=O)(=O)c1ccc(Cl)cc1,3.7,·,-2.7,-31.1,-2.2,8.0,5.8,0.1
COc1ccc(Cc2nnc(Cl)c3ccccc23)cc1OC,-7.9,·,-1.5,-2.8,5.9,10.6,-7.4,-0.5
Cc1nn(Cc2noc(C(=O)NCCCn3ccnc3)n2)c(C)c1Br,0.0,·,1.6,-6.1,-3.7,9.1,-5.8,-1.6
COc1ccccc1C(=O)N1CCN(Cc2nc3cc([N+](=O)[O-])ccc3n2C)CC1,-4.2,2.0,-2.0,-9.5,1.6,-11.7,-4.3,3.2
CCCN(CC(=O)Nc1ccccc1C)C(=O)c1ccc(-c2ccccc2)cc1,-1.7,-0.1,-0.1,-8.1,-0.6,-0.7,2.3,-1.3
Cc1ccc(CNC(=O)c2ccc(COc3ccccc3)cc2)cc1,·,-0.4,·,-9.3,-1.2,3.3,·,-2.7
COc1cc([N+](=O)[O-])ccc1NC(=O)COC(=O)C1=NN(c2ccccc2)C(=O)CC1,-12.8,0.8,0.0,0.3,3.2,3.9,-5.9,-2.7
COc1ccccc1NC(=O)CN1CCN(C2c3ccccc3-c3ccccc32)CC1,-3.6,·,-6.2,·,·,0.8,-9.6,·
COc1cccc(Cl)c1NC(=O)N1CCN(c2ccnc3cc(Cl)ccc23)CC1,·,-0.1,·,-16.5,-0.7,-1.3,·,-6.8
CCOc1ccc(CCNC(=O)C2CCCN(S(=O)(=O)N3CC(C)CC(C)C3)C2)cc1OCC (centres undefined),5.0,·,0.1,-7.1,-4.0,-1.9,-0.3,5.4
COc1ccc(Cl)cc1NC(=O)Nc1ccc(Br)cn1,9.8,·,-2.5,·,·,0.7,0.2,·
Cc1nnc(NC(=O)CSc2nnc(CNC(=O)c3ccccc3F)n2C(C)C)s1,·,·,-3.9,-22.1,14.2,5.9,-3.6,15.4
O=C(OCC(=O)N1CCCc2ccccc21)c1cccc(C(F)(F)F)c1,-11.2,3.0,-1.9,-13.2,-3.6,-1.6,2.8,13.3
COc1ccc(OC)c(NC(=S)NCCSc2ccc(C)cc2)c1,·,·,·,-8.1,2.9,-4.7,·,1.5
FC(F)(F)c1cc(-c2ccco2)nc(NCc2ccc(Cl)cc2)n1,9.2,·,-3.0,·,·,-8.0,-2.7,·
COc1ccc(-c2cc(C(F)F)n3ncc(C(=O)N4CCN(C(=O)c5ccco5)CC4)c3n2)cc1,17.8,0.0,-2.8,-26.1,3.6,-3.2,-5.7,1.6
Cc1nc2nc(SCc3nc4ccccc4[nH]3)[nH]c2cc1Br,-3.4,·,-0.3,-23.9,-0.4,·,·,1.5
COc1ccc(C(=O)N(C)Cc2ccccc2)cc1Br,·,-0.3,·,-3.9,1.9,·,·,-6.0
NC(=O)[C@@H]1CCCN1Cc1nc(Cc2ccccc2Cl)no1,-3.1,6.5,1.6,-9.2,-0.8,32.6,-3.9,-0.1
C[C@@H]1CN([C@H](C)CO)C(=O)Cc2cc(NS(=O)(=O)c3ccc(F)cc3)ccc2O[C@H]1CN(C)C(=O)Nc1ccc(C(F)(F)F)cc1,2.7,1.3,0.6,-6.5,·,10.2,-1.4,-1.3
Cc1cccc(C)c1OCc1cc(C(=O)N2CCC[C@H]2C(N)=O)no1,-16.0,0.0,1.0,-13.6,-0.1,-9.1,8.0,6.7
CCN1C(=O)/C(=C\N(C)C)S/C1=N\S(=O)(=O)c1ccc(C)cc1,·,9.9,·,0.5,-1.5,-1.6,·,3.0
O=C(Cn1c(=O)oc2ccccc21)Nc1ccc(F)c(F)c1,3.1,·,1.0,-13.5,-2.0,-3.3,-1.1,1.3
O=C(OCc1ccc([N+](=O)[O-])cc1)C1CC(=O)N(Cc2ccccc2Cl)C1 (centres undefined),-10.3,0.1,0.5,-4.6,1.0,11.1,-0.9,-0.6
CN(C)C(=O)c1cccc(-c2ccc3c(c2)[C@H]2[C@H](CCN2C(=O)C2CCOCC2)[C@H](CO)N3)c1,-1.0,1.1,0.2,-56.2,2.2,-1.8,-1.7,-1.3
Nc1c(C(=O)NCc2ccco2)nnn1-c1ccccc1,-11.0,·,-2.7,·,·,1.9,49.6*,·
CCC(C)Sc1nc2c(c(=O)[nH]c(=O)n2C)n1Cc1ccc(Cl)cc1 (centres undefined),-3.0,·,10.3,·,·,-20.1,-2.0,·
CN(C)c1nc(Cl)nc(NCCOc2ccccc2)n1,-3.6,0.6,0.8,-11.2,1.1,-10.3,·,-1.9
C[C@@H](c1ccccc1)N1C[C@@H](COCc2ccccc2)Oc2cc(N3CCC[C@H]3C(N)=O)ccc2S1(=O)=O,·,0.0,·,-10.6,0.8,·,·,3.3
CC(=O)c1ccc(OCCCC(=O)NCC(c2ccco2)N(C)C)cc1 (centres undefined),-3.7,·,5.8,·,·,-1.2,-10.2,·
Cc1cc(N2CCN(Cc3cn(C)nc3-c3cccc(Cl)c3)CC2)cc(C)n1,·,·,·,5.4,-0.2,5.3,·,1.0
CCOc1ccccc1NC(=S)NC1CCCCC1,-5.4,·,-4.4,-0.3,-2.1,1.9,4.2,-3.5

# Single records, as listed above.
# `Nc1c(C(=O)NCc2ccco2)nnn1-c1ccccc1` is listed with RAD54 inh = -11.0; E-selectin induc = ·; PglD DTNB = -2.7; RAD52 anneal inh = ·; Casp6 inh = ·; ARNT-TACC3 inh = 1.9; esBAF inh = 49.6*; ERp5 inh = ·
# `CC(=O)c1ccc(OCCCC(=O)NCC(c2ccco2)N(C)C)cc1` (centres undefined) is listed with RAD54 inh = -3.7; E-selectin induc = ·; PglD DTNB = 5.8; RAD52 anneal inh = ·; Casp6 inh = ·; ARNT-TACC3 inh = -1.2; esBAF inh = -10.2; ERp5 inh = ·

# Remaining list, next part
SMILES,RAD54 inh,E-selectin induc,PglD DTNB,RAD52 anneal inh,Casp6 inh,ARNT-TACC3 inh,esBAF inh,ERp5 inh
Cc1cc(NC(=O)CCC(=O)N(CC(=O)NCC2CCCO2)c2cccc(C)c2C)no1 (centres undefined),-5.8,1.6,6.8,2.6,1.5,-3.4,0.0,-2.9
Cc1cccc(OC(C)C(=O)N2CCCc3ccccc32)c1 (centres undefined),·,0.2,·,-3.0,2.4,-12.3,·,-1.8
CCOc1ccccc1NC(=O)COc1ccc2c(c1)OCO2,2.8,0.3,0.4,-9.5,-0.2,11.4,13.5,-2.4
COCC#Cc1ccc2c(c1)O[C@H](CN(C)C(=O)C1CCOCC1)[C@@H](C)CN([C@H](C)CO)S2(=O)=O,1.3,-0.2,1.0,-11.5,0.3,3.7,-4.4,3.3
Cc1ccc(NCCC(=O)c2cccc([N+](=O)[O-])c2)c(C)c1,-2.8,·,4.8,·,·,3.6,?,·
OC(c1ccccc1)c1nc(-c2cncnc2)cs1 (centres undefined),-7.2,?,0.1,-4.7,-1.7,·,0.8,1.4
CC(=O)Nc1ccc2c(c1)C(=O)N(C)[C@H]1CC[C@H](CC(=O)Nc3cccc(C(C)C)c3)O[C@@H]1CO2,-17.8,0.0,1.7,-5.1,-0.6,-10.8,-0.3,0.5
O=C1CN(S(=O)(=O)c2cccc(Cl)c2Cl)c2ccccc2N1,5.4,·,9.1,-3.1,1.9,-8.8,-4.0,-5.0
COc1ccc(CNC(=S)Nc2ccccc2)cc1,-6.3,-0.2,-4.9,-8.6,2.5,1.8,2.9,1.0
Cn1cnnc1-c1cccc(NC(=O)c2cc(F)c(F)cc2Cl)c1,3.9,·,1.5,-8.1,1.2,-0.8,-3.7,2.0
CCN1[C@@H]2c3ccc(-c4ccccc4OC)c(=O)n3C[C@@H]2[C@@H](CO)[C@@H]1C(=O)NCc1ccc(F)cc1,-11.3,-0.2,-0.8,6.0,-3.1,4.9,5.8,-4.5
CCCN(C(=O)COC(=O)c1nc2nc(C)cc(C)n2n1)C1CCS(=O)(=O)C1 (centres undefined),-7.5,·,-1.6,1.4,4.5,·,2.6,-5.2
CCOc1ccc(Nc2nc(Cc3nnc(SCC(=O)NC4CCCCC4)n3C)cs2)cc1,-5.7,·,1.5,·,·,9.0,-1.2,·
CC(=O)Nc1ccc(SCC(=O)Nc2cc(C)on2)cc1,·,4.6,·,-12.6,-3.4,-7.5,·,4.5
CO[C@H]1CN(C)C(=O)c2cc(NS(=O)(=O)c3ccccc3Cl)ccc2OC[C@@H](C)NC[C@@H]1C,2.4,0.1,0.7,-5.9,-1.8,2.4,7.4,-0.5
COC(=O)c1c([N+](=O)[O-])c(OC)c(OC)c(OC)c1[N+](=O)[O-],-9.2,-0.9,-3.6,-5.0,2.2,0.1,1.3,-0.1
CO[C@H](CN(C)Cc1ccc2c(c1)OCO2)[C@H](C)CN(C(=O)Nc1ccc(F)cc1)[C@@H](C)CO,-2.4,0.1,-4.2,-6.8,-0.1,6.0,2.0,-1.8
